Screening data: PubChem BioAssay, Broad Institute
ERAP1 HTS inh = inhibitors of human ERAP1 aminopeptidase; recombinant ERAP1, Leu-AMC fluorescence, 60 min; inhibition, % at 10.7 µM; 340,000 compounds, 0.15% hits;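 active means mean replicate inhibition of at least 30%, or all replicates individually reaching that 30% level; inactive means mean below 30% and not every replicate reaching it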;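 further: 0% = neutral control wells and 100% = L-leucinethiol positive control wells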
RAD52 inh = inhibitors of human RAD52 DNA annealing | P43351 | 360,000 compounds, 0.46% hits | inhibition, % at 18.7 µM | AID 651710 | recombinant RAD52 DNA annealing, FRET fluorescence;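 active means every replicate showing at least 50% inhibition; inconclusive means mean inhibition at least 50% but not in every replicate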
F508del corr = correctors of CFTR F508del function in bronchial epithelial cells; CFBE cells, YFP halide quenching; stimulated with forskolin plus potentiator P3; % fluorescence drop versus neutral controls; activity (quench increase), % at 7.58 µM; 350,000 compounds, 0.36% hits; AID 720511;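 active means mean added fluorescence quench of at least 8% versus neutral control, with both replicates also reaching 8%; inconclusive means only one of the mean or replicate conditions met; inactive means mean below 8% and not both replicates reaching 8%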;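 further: cells transiently co-express mutant CFTR-F508del with the halide-sensitive YFP; corrector assay measuring rescue of mutant channel to the surface after 24 h compound exposure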
XiGFP reactiv = activators of X-chromosome reactivation in mouse fibroblasts | AID 743238 | 360,000 compounds, 0.055% hits | activation, % at 7.58 µM | XiGFP mouse fibroblasts, % GFP-positive cells imaging, 3 d; cells co-treated with 5-aza-dC sensitizer; scaled so ellipticine positive control = 100%;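 active means mean normalized replicate activation at least 10% and every replicate at or above 10%; inconclusive means only one of the two criteria met; inactive means mean below 10% and not all replicates reach 10%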;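 further: 0% = median of on-plate neutral control wells and 100% = ellipticine 6 µM median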
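System: 68-5-11 XiGFP fibroblast line | Buffer or medium: DMEM containing 5-aza-dC | Compound: Single point | Times: Compounds 3 days, fix/stain 15 min at room temperature | Benchmarks: Positive control ellipticine, 6 µM final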
ARNT TACC3 PPI = disrupts binding between human ARNT and TACC3; AlphaScreen His-ARNT PAS-B/GST-TACC3 binding, luminescence; TACC3 fragment carries E629A point mutation; Q9Y6A5; AID 623870; 390,000 compounds, 0.66% hits; inhibition, % at 9.99 µM;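 active means mean inhibition of replicates at least 50% and at least half of replicates each reaching 50%; inconclusive means half or more replicates reach 50% but mean below 50%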;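 further: 0% = complete ARNT plus TACC3 wells and 100% = ARNT alone without TACC3; many hits fall short of the cut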
RAD54 inh = inhibitors of human RAD54 branch migration. Q92698. RAD54 Holliday junction branch migration, FAM/BHQ fluorescence. 360,000 compounds, 0.14% hits. inhibition, % at 10.4 µM;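 active means mean normalized replicate activity at least 40 and at least half of replicates scoring 40 or more; inconclusive means only one of the two criteria met; inactive means mean below 40 and under half of replicates reaching 40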;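 further: 0% = median of neutral control wells and 100% = median of positive control wells; inhibitors cause a drop in the FAM fluorescence signal; in these data hits start at about 50%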
Target sequence (Q92698 whole entry, looked up): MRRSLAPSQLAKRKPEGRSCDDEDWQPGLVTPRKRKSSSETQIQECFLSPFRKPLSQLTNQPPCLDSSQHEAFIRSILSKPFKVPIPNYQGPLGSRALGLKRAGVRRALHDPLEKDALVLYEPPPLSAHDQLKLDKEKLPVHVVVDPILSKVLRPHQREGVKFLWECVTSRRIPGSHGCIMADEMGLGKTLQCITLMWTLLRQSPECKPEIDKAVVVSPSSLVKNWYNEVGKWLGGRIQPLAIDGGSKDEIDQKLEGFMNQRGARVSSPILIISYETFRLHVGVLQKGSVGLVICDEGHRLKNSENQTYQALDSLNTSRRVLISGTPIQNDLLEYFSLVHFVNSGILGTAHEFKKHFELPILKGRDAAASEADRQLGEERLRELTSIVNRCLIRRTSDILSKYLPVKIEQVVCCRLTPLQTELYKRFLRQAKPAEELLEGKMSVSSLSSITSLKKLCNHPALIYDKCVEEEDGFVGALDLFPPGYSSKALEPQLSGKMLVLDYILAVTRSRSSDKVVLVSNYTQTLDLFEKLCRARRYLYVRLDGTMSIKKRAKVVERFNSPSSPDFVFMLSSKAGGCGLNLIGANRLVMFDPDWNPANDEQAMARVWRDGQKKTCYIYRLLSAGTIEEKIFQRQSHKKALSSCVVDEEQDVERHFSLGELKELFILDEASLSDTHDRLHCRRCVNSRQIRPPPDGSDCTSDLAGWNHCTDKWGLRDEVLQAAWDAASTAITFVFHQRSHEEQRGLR
esBAF inh = inhibitors of esBAF chromatin remodeling in mouse ES cells. 350,000 compounds, 2% hits. reporter increase, % at 12.5 µM. Bmi1-luciferase knock-in reporter, 24 h; 100% = twice the neutral-well signal; in the data active means activation above about 40%; inconclusive means no clear call, values can overlap the other calls;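 further: 0% = median of the plate's neutral control wells and 100% = double that signal; a rise in the Bmi1 reporter signal indicates esBAF inhibition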
GSIS activator = primary screen for activators of insulin secretion dependent on glucose, INS-1E cells, GLuc reporter luminescence; INS-1E GLuc reporter insulin secretion, 2-3 h; activation, % at 16.6 µM; 370,000 compounds, 0.61% hits;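 active means lowest replicate activation of at least 40%, so every replicate reaches that level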;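 further: 0% = median of neutral control wells and 100% = median of IBMX positive control wells; some compounds called inactive have numbers as strong as hits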
Starred values were filed as active, the others as inactive; ? = inconclusive; . = not tested or not shown.

SMILES	ERAP1 HTS inh	RAD52 inh	F508del corr	XiGFP reactiv	ARNT TACC3 PPI	RAD54 inh	esBAF inh	GSIS activator
COc1cccc(/C=C/C=O)c1	3.2	4.4	-1.1	.	.	.	.	.
Cc1ccc(S(=O)(=O)NC[C@H]2CC[C@H]3[C@H](CN3Cc3cc(-c4ccccc4)on3)O2)cc1	0.9	-10.7	1.8	.	.	.	.	.
Cc1ccc(S(=O)(=O)NC[C@H]2CC[C@@H]3[C@@H](CN3Cc3ccccc3C(=O)O)O2)cc1	-3.6	-25.5	0.3	.	.	.	.	.
OC[C@@H]1CC[C@@H]2O[C@H](CCc3ccc(C#Cc4ccccc4)cc3)[C@H](n3cc(-c4ccccc4)nn3)C[C@@H]2O1	-2.6	-3.0	3.2	.	.	.	.	.
O=C(NC[C@@H]1CC[C@H]2[C@H](CN2Cc2ccccc2F)O1)C1CCCCC1	0.3	-0.7	2.8	.	.	.	.	.
Cc1ccc(C(=O)NC(NCC2CCCO2)C(Cl)(Cl)Cl)cc1 (stereo unspecified)	-6.7	-13.9	.	-0.1	.	.	.	.
COc1nc(N/N=C/c2ccc(C)cc2)nc(N2CCCCC2)n1	-0.2	1.9	.	0.4	.	.	.	.
NNC(=O)/C=C/c1ccc(Cl)cc1Cl	2.2	6.4	.	0.2	.	.	.	.
COc1ccc(CCn2c(C)cc(C(=O)COC(=O)c3ccc(O)cc3O)c2C)cc1	-11.4	-12.2	.	0.0	.	.	.	.
CCOC(=O)C1=C(C)Nc2nnnn2C1c1c[nH]c2ccccc12 (stereo unspecified)	0.8	-5.7	.	.	.	.	.	2.4
C[C@@H]1CN([C@@H](C)CO)C(=O)Cc2cc(NC(=O)Nc3ccc(F)cc3)ccc2O[C@@H]1CN(C)Cc1ccc(C(=O)Nc2ccccc2N)cc1	.	.	-4.4	-0.5	.	.	-2.3	.
C/C(CC(=O)Nc1ccc(OCc2ccccc2)cc1)=N\NC(=O)C(=O)Nc1cccc(C)c1	.	.	.	-0.1	.	-2.4	.	1.5
C/C(=N\NC(=O)c1ccc([N+](=O)[O-])cc1)c1cc2ccccc2oc1=O	.	.	.	0.0	.	1.2	.	-6.3
CN1CCN(Cc2cc(Cl)c3cccnc3c2OC(=O)c2cccs2)CC1	.	.	.	1.7	.	1.7	.	8.0
COc1cc(Cl)c(C)cc1NC(=O)c1cc(S(=O)(=O)N(C)C)ccc1N1CCCC1	.	.	.	-0.4	.	-1.0	.	3.8
COCCNCCCCOc1ccc(C)cc1[N+](=O)[O-]	.	.	.	1.1	.	6.9	.	30.3
CCc1c(C#N)c(SCc2c(C)noc2C)nc2c1C(=O)CC(C)(C)C2	.	.	.	-0.1	.	-1.8	.	-39.0
Cc1ccc2nc(-c3ccc(NC(=O)COC(=O)c4ccc(Br)o4)cc3)sc2c1	.	.	.	0.4	.	-3.0	.	1.4
O=S(=O)(O)c1nc2ccccc2n1Cc1ccccc1	.	.	.	0.4	.	-4.2	.	21.1
CC(C)c1cccc(C(C)C)c1NC(=O)COC(=O)c1ccc(OCC(=O)Nc2cccc(C(F)(F)F)c2)cc1	.	.	.	0.0	.	15.4	.	-19.8
O=C(NCc1cccc(Cl)c1)c1ccc(S(=O)(=O)Nc2cccc(C(F)(F)F)c2)cc1	.	.	.	0.0	.	-6.9	.	-21.3
O=C(CNC(=O)c1ccc(S(=O)(=O)N2CCCC2)cc1)N/N=C/c1ccccc1Cl	.	.	.	0.2	.	3.3	.	-13.1
S=c1[nH]cc(Cc2ccccc2)s1	.	.	.	0.1	.	-8.8	.	-6.9
COc1ccc(C(=O)NC(=S)Nc2cccc(NC(=O)c3ccco3)c2)cc1[N+](=O)[O-]	.	.	.	0.1	.	2.9	.	-4.5
COc1ccc(/C=C/C(=O)Nc2cc(S(=O)(=O)N3CCCCC3)ccc2N2CCCCC2)cc1OC	.	.	.	0.3	.	-7.9	.	-1.9
Cc1ccc(C(=O)OCC(=O)Nc2ccccc2Sc2ccccc2)cc1C	.	.	.	0.3	.	8.5	.	-22.9
COC(=O)c1c(NC(=O)C2SC(=NC3CCCCC3)C(C(N)=O)=C2N)sc2c1CCCC2 (stereo unspecified)	.	.	.	0.1	.	0.0	.	-8.5
COc1ccccc1NC(=S)NNC(=O)c1nn(C)c(C)c1Br	.	.	.	0.1	.	3.3	.	8.8
CCN(CC)S(=O)(=O)c1cccc(C(=O)Oc2cccc(NC(=O)c3cccs3)c2)c1	.	.	.	-0.1	.	6.1	.	8.6
CCOc1ccc(-n2c(O)c(/C=N/NC(=O)C3COc4ccccc4O3)c3ccccc3c2=O)cc1 (stereo unspecified)	.	.	.	0.0	.	0.7	.	-24.1
Cc1cccc2sc(N(CCN(C)C)C(=O)c3cc(Cl)sc3Cl)nc12	.	.	.	-0.1	.	-5.9	.	-20.6
O=[N+]([O-])c1cc(Cl)ccc1NCCNS(=O)(=O)c1ccccc1	.	.	.	0.4	.	0.4	.	-24.0
O=c1cc(O)c2c(=O)n(-c3ccccc3)c3c(c2o1)CCCCC3	.	.	.	0.1	.	-11.5	.	17.9
CCOc1ccccc1NC(=S)N(CCCN1CCOCC1)Cc1cn(C)c2ccccc12	.	.	.	0.0	.	-0.2	.	-4.8
CNC(=O)N(O)C1N(c2ccccc2)C(=S)SC1(C)C (stereo unspecified)	.	.	.	1.0	.	-1.6	.	-1.3
COc1ccc2cc(C(C)c3nc4ccccc4c(=O)n3N)ccc2c1 (stereo unspecified)	.	.	.	-0.1	.	-0.3	.	0.3
CC1=CC2=NC(=O)/C(=C\c3cccn3CCOc3ccc(C)c(C)c3)C(=N)N2O1	.	.	.	0.0	.	2.4	.	5.5
O=C1c2cccc3cccc(c23)C(=O)N1CCN1CCN(C(=S)Nc2ccccc2)CC1	.	.	.	-0.1	.	11.1	.	16.2
Cc1ccccc1-n1c(SCc2csc(Nc3ccccc3)n2)nnc1-c1cccnc1	.	.	.	0.0	.	-1.8	.	-39.7
CC(C)OC(=O)/C(=C/c1ccc2c(c1)c1ccccc1n2C)NC(=O)c1ccccc1	.	.	.	0.2	.	4.1	.	-18.1
CN1/C(=C\C(=O)CSc2nnc(NCc3ccccc3)s2)C(C)(C)c2ccccc21	.	.	.	0.6	.	-3.8	.	-42.4
COCCNC(=S)Nc1ccc2nsnc2c1	.	.	.	-0.1	.	-0.3	.	-9.5
c1ccc(COc2ccc(OCCCCN3CCCC3)cc2)cc1	.	.	.	0.0	.	-3.7	.	20.2
CCC1C(=O)N(C)CCc2ccccc21 (stereo unspecified)	.	.	.	0.1	.	-8.3	.	13.6
CCOC(=O)c1c(NC(=O)CN2C(=O)NC3(CCCCC3)C2=O)sc(C)c1-c1ccc(C)cc1	.	.	.	0.1	.	5.7	.	-25.7
Cc1ccccc1CSc1nc2ccccc2c(=O)[nH]1	.	.	.	0.4	.	-3.6	.	15.7
Cc1ccc2cc3c(N)c(C(=O)Nc4c(C)[nH]c(=O)[nH]c4=O)sc3nc2c1	.	.	.	?	.	-8.7	.	1.9
CO[C@H]1CC[C@@H]2CCOc3ccc(C#N)cc3C(=O)N(C)C[C@@H](c3ccccc3)CC(=O)N(C)C[C@H]1O2	.	.	.	0.0	.	.	-0.7	0.3
CCCNC(=O)Nc1ccc2c(c1)OC[C@@H](C)NC[C@H](C)[C@@H](OC)CN(C)C2=O	.	.	.	0.5	.	.	2.8	9.1
O=C(O)[C@H]1[C@H](CO)[C@H]2Cn3c(ccc(-c4ccc(F)cc4)c3=O)[C@H]2N1CCc1ccccc1	.	.	.	0.4	.	.	-4.5	4.0
(list continues)
SMILES	ERAP1 HTS inh	RAD52 inh	F508del corr	XiGFP reactiv	ARNT TACC3 PPI	RAD54 inh	esBAF inh	GSIS activator
O=C(NCc1ccc2c(c1)OCO2)[C@@H]1[C@@H](CO)[C@@H]2Cn3c(cccc3=O)[C@H]1N2Cc1cccnc1	.	.	.	0.4	.	.	-0.4	7.0
COc1ccc(S(=O)(=O)N2CCOCC2)cc1OC	.	.	.	0.1	.	.	-3.2	10.0
CO[C@H]1CC[C@@H]2CCN(C)C(=O)[C@@H](C)N(C)C(=O)c3cc(C#N)ccc3OC[C@H]1O2	.	.	.	0.0	.	.	2.8	9.1
CO[C@H]1CC[C@@H]2CCOc3c(C#N)cccc3C(=O)N(C)C[C@@H](OC)[C@H](C)C(=O)N(C)C[C@H]1O2	.	.	.	0.5	.	.	3.1	-1.7
CO[C@H]1CN(C)C(=O)c2cc(NS(=O)(=O)c3ccccc3)ccc2OC[C@@H](C)N(C)C[C@@H]1C	.	.	.	0.3	.	.	2.2	7.6
CN1C(=O)c2cc(NC(=O)Nc3ccccc3)ccc2OC[C@@H]2O[C@H](CC(=O)O)CC[C@H]21	.	.	.	0.0	.	.	-4.7	4.1
COc1ccc(C(=O)NNC2CC(=O)N(Cc3ccccc3)C2=O)cc1OC (stereo unspecified)	.	.	.	0.0	.	.	-0.2	-9.6
CN1[C@@H]2c3ccc(-c4ccc(F)cc4)c(=O)n3C[C@H]1[C@H](CO)[C@H]2C(=O)NC1CCC1	.	.	.	3.1	.	.	-3.7	-1.4
CC1=C(C(=O)Nc2ccccc2C)C(c2ccc(C)o2)NC(=S)N1 (stereo unspecified)	.	.	.	0.8	0.6	.	.	8.4
O=C(CNC1=NCCC1)c1ccc(Cl)cc1	.	.	.	0.0	-4.1	.	.	3.3
Cc1cc(C(=O)NN=C2CCCCC2)c2ccccc2n1	.	.	.	0.1	5.0	.	.	1.7
COc1ccc2oc(=O)c(-c3csc(Nc4ccc(O)cc4)n3)cc2c1	.	.	.	1.4	-0.4	.	.	-21.4
O=C(CO)N/N=C/c1cccc(Cl)c1Cl	.	.	.	4.8	-4.5	.	.	2.7
Cc1c(Br)c([N+](=O)[O-])nn1CCCC(=O)Nc1sc2c(c1C(N)=O)CCC(C)C2 (stereo unspecified)	.	.	.	-0.1	1.6	.	.	-0.9
COc1ccccc1/C=C/C(=O)Nc1ccc2c(c1)CCC2	.	.	.	0.0	3.0	.	.	-41.0
Cc1nc(SCC(=O)NC(=O)NCCC(C)C)c2c(-c3cccs3)csc2n1	.	.	.	0.2	4.6	.	.	-13.1
Cc1cccc(C)c1Nc1nnc(SCc2nc3ccccc3c(=O)[nH]2)s1	.	.	.	0.1	28.5	.	.	6.6
C=CCOc1ccc(C2NC(=S)NC(C)=C2C(=O)c2ccccc2)cc1OC (stereo unspecified)	.	.	.	0.2	31.1	.	.	1.4
Cc1ccc(O)c(C=Nc2ccc3[nH]ncc3c2)c1	.	.	.	0.3	13.0	.	.	11.1
COc1ccc(CNC(=O)C/C(C)=N/NC(=O)Cc2ccc(OC)c(OC)c2)cc1	.	.	.	0.0	-8.1	.	.	-8.0
COc1cccc(N(C(=O)CS(=O)CC(=O)Nc2ccc(F)cc2)C(C(=O)NC2CCCCC2)c2cccs2)c1 (stereo unspecified)	.	.	.	0.3	-1.2	.	.	-6.3
S=c1[nH]nc(-c2ccco2)n1C1CCCCC1	.	.	.	-0.1	0.9	.	.	30.6
COCc1cc(/C=N\NC(=O)COc2ccc(Cl)cc2)ccc1OC	.	.	.	-0.2	-16.1	.	.	-8.5
O=C(CCC1CCCCC1)NC1=NCCS1	.	.	.	0.3	1.2	.	.	-15.8

These rows are one share of the data; count on the stated rates, not on these rows.
